LYPLA1 counter: blocks human lysophospholipase 1, a PME1 counter-screen; O75608; recombinant LYPLA1, FP-Rh probe fluorescence polarization; inhibition, % at 5.9 µM; actives 0.16% (n = 320,000);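 active = inhibition above the mean of all tested compounds plus 3 SD, set per campaign, cut at about 14% in these data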;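 note: inhibitors block serine hydrolase probe labeling of LYPLA1 so polarization falls; 0% = enzyme with DMSO and 100% = wells lacking LYPLA1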
PME-1 primary: blocks human protein phosphatase methylesterase 1; Q9Y570; recombinant PME-1, FP-Rh probe fluorescence polarization; inhibition, % at 5.9 µM; actives 0.53% (n = 320,000); AID 2130;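 active = inhibition above the campaign mean of all compounds plus 3 SD, cut at about 26% in these data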;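 note: competitive labeling of PME-1 active site by serine hydrolase directed probe; 0% = PME-1 with DMSO and 100% = wells lacking PME-1 enzyme; inhibitors block probe labeling so polarization falls and inhibition rises; many of its hits are not listed in these tables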
PAFAH1B2 inh: inhibitors of human PAFAH1B2 | P68402 | recombinant PAFAH1B2, FP-rhodamine activity probe, fluorescence polarization | inhibition, % at 3.39 µM | actives 1.2% (n = 340,000);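 active = inhibition above the mean of all tested compounds plus 3 SD, cut at about 24% in these data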;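 note: 0% = enzyme with DMSO and 100% = wells lacking PAFAH1B2; many of its hits are not listed in these tables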
GSTO1 inh: GSTO1 inhibition, counter-screen for RBBP9 inhibitors; recombinant GSTO1, activity-based probe fluorescence polarization; inhibition, % at 5.96 µM; actives 1.1% (n = 300,000);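 active = inhibition above the campaign mean inhibition plus 3 SD, cut at about 35% in these data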;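 note: 0% = GSTO1-1 with DMSO and 100% = wells lacking GSTO1-1 enzyme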
Target sequence (P78417 whole entry, looked up): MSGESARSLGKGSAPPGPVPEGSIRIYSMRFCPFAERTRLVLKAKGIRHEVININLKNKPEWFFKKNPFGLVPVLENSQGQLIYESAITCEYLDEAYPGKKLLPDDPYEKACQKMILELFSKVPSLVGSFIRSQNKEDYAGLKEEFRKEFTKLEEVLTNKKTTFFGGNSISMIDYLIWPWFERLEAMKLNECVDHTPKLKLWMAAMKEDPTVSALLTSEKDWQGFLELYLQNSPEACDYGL
PAFAH1B3 FP inh: blocks human PAF acetylhydrolase 1B catalytic subunit 3; Q15102; recombinant PAFAH1B3, FP-rhodamine probe, fluorescence polarization; inhibition, % at 3.39 µM; actives 0.28% (n = 340,000); AID 492972;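 active = inhibition above the screen-wide average of all tested compounds plus 3 SD, cut at about 25% in these data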;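 note: 0% = enzyme with DMSO only and 100% = wells lacking PAFAH1B3 protein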
LYPLA2 inh: blocks human lysophospholipase 2, a PME1 counter-screen; recombinant LYPLA2, FP-Rh probe fluorescence polarization; O95372; AID 2177; actives 0.38% (n = 320,000); inhibition, % at 5.9 µM;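 active = inhibition above the screen-wide mean plus 3 SD, limit set per campaign, cut at about 26% in these data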;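 note: 0% = LYPLA2 with DMSO and 100% = wells lacking LYPLA2 enzyme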
PAD4 inh: inhibitors of human PAD4; recombinant PAD4, RCA probe fluorescence polarization; Q9UM07; AID 485272; inhibition, % at 6.36 µM; actives 0.41% (n = 330,000);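 active = percent inhibition above a cutoff equal to the mean of all tested compounds plus 3 SD, cut at about 15% in these data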;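 note: 0% = PAD4 with RCA probe and DMSO and 100% = probe without PAD4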
PAFAH2 inh: PAFAH2 (human) inhibition. actives 0.99% (n = 340,000). AID 492956. inhibition, % at 3.39 µM. recombinant PAFAH2, FP-rhodamine activity probe, fluorescence polarization;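 active = inhibition above the mean over all tested compounds plus 3 SD, cut at about 30% in these data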;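 note: inhibitors block probe labeling of enzyme so polarization drops; 0% = enzyme with DMSO and 100% = wells lacking PAFAH2 protein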
pPAFAH inh: pPAFAH (human) enzyme inhibition | inhibition, % at 3.39 µM | recombinant pPAFAH, FP-rhodamine probe fluorescence polarization | Q13093 | actives 1.5% (n = 330,000) | AID 463082;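 active = inhibition above the mean inhibition across the screen plus 3 SD, cut at about 25% in these data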;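 note: inhibitors block binding of the rhodamine activity-based probe so polarization drops; 0% = enzyme with DMSO and 100% = wells lacking pPAFAH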
Target sequence (Q13093 whole entry, looked up): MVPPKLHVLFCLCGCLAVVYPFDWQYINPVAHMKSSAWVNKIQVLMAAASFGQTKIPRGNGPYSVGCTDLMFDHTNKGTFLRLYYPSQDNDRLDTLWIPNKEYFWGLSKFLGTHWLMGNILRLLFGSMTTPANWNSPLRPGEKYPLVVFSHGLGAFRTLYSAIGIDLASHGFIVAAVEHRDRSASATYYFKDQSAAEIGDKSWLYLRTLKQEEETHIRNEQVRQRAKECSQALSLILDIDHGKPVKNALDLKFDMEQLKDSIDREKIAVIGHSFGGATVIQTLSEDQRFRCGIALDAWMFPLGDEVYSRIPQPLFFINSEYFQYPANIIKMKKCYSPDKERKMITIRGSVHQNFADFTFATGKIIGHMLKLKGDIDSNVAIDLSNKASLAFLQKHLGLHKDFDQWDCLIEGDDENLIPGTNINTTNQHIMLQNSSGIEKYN
* hit, by the source's call; x = not tested or not shown.

SMILES | LYPLA1 counter | PME-1 primary | PAFAH1B2 inh | GSTO1 inh | PAFAH1B3 FP inh | LYPLA2 inh | PAD4 inh | PAFAH2 inh | pPAFAH inh
O=[N+]([O-])c1ccccc1S(=O)(=O)Nc1cccc2cccnc12 | 0.6 | 3.8 | x | 4.1 | x | -0.8 | 4.6 | x | 1.5
O=C(N=NC(=O)c1ccc2c(O)n(C3CCCCC3)c(O)c2c1)c1cccnc1 | 6.8 | -4.7 | 4.1 | 1.8 | 6.8 | 15.2 | 2.7 | 4.5 | 7.7
Nc1nc(-c2ccc(Cl)cc2)cc(C(F)(F)F)n1 | 0.9 | 0.8 | 6.2 | -8.2 | 5.4 | -5.2 | -3.5 | 2.4 | 3.2
COc1ccc(/C=N/NC(=O)c2sccc2C)c2ccccc12 | 2.5 | 0.4 | 2.9 | 1.9 | 1.5 | -1.8 | -1.0 | -7.3 | -1.1
CC1(C)c2[nH]c3ccccc3c2C[C@@H]2C(=O)N(Cc3ccccc3)C(=O)N21 | -0.4 | 5.6 | -0.1 | -1.1 | -4.6 | -9.9 | 2.8 | 3.9 | 3.9
O=C1c2cccnc2-c2ncccc21 | 0.1 | -1.7 | 3.3 | -0.1 | 0.4 | -0.2 | -0.2 | 0.4 | 3.8
O=C1COc2ccc(C(=O)CSc3nnc(Cc4cccs4)n3-c3ccccc3)cc2N1 | 0.3 | -2.5 | 3.9 | 8.3 | 10.1 | -2.0 | 4.0 | 0.5 | 14.5
CCCCN1C(=O)c2ccc(C(=O)NC3=NCCS3)cc2C1=O | -1.6 | 2.4 | 2.1 | -2.5 | -3.7 | -4.2 | -0.9 | -3.8 | 2.4
CC(C)C[C@H]1CN=C(Nc2ccccc2)N1CCc1ccc(F)cc1 | -0.1 | -1.9 | 1.2 | 3.4 | -0.2 | -1.8 | -7.2 | -8.5 | 3.2
CC(C)(C)c1ccccc1OCCCCCn1ccnc1 | 1.6 | -0.6 | 1.5 | 0.8 | 10.8 | 2.9 | 2.6 | 1.1 | 5.5
CN1CCN(c2ccc(NC(=O)c3ccccc3Br)cc2)CC1 | 3.1 | -1.0 | 2.4 | 2.1 | 3.9 | -2.1 | -4.4 | 4.2 | 0.1
COc1ccc(CCNC(=O)CSc2n[nH]c(N)n2)cc1 | -0.1 | -0.9 | 1.9 | 2.0 | 2.4 | -3.4 | -3.2 | 1.9 | 0.3
O=C(CSc1nnnn1-c1ccccc1)NC(=O)NCc1ccco1 | 3.0 | -1.1 | 1.2 | 3.6 | 5.1 | 0.9 | -5.0 | 9.3 | 11.9
COc1cc(OC)nc(/N=C/NO)n1 | -0.2 | -1.1 | x | -0.6 | x | -1.1 | -0.1 | x | 4.5
COc1cccc(CNc2cnc3ccccc3c2)c1O | -0.8 | 6.3 | 3.1 | 19.4 | -3.8 | -0.9 | -5.3 | -0.4 | 8.4
CCOc1ccc(NS(=O)(=O)c2ccc(C(=O)NNC(=O)c3ccccc3O)cc2)cc1 | -5.5 | -1.2 | 3.0 | 7.4 | 0.5 | -5.6 | -9.3 | -0.5 | 26.1*
CCOC(=O)c1c(NC(=O)CC2SC(N)=NC2=O)sc2c1CCCC2 (stereo not given) | -1.2 | 3.4 | 5.2 | -1.0 | 11.7 | -1.6 | 3.0 | 3.7 | 9.5
CCN(CC(=O)Nc1ccc(NC(C)=O)cc1)C(=O)c1ccc2c(c1)OCO2 | -1.1 | -7.1 | -0.5 | x | 4.5 | 4.5 | 1.6 | -1.8 | -0.7
CC(C)(C)Nc1nc(Cl)nc(NC2CCCCC2)n1 | -1.8 | 0.7 | 3.7 | 1.5 | 6.6 | 2.7 | 1.4 | -1.2 | 3.0
COc1ccc(C(=O)N/C(=C\c2ccc3c(c2)OCO3)C(=O)N2CCOCC2)cc1 | -0.8 | 0.3 | 4.0 | 3.6 | 0.8 | -0.9 | -3.5 | -3.2 | 0.1
Brc1ccc(-c2nc(-c3cccnc3)no2)o1 | -1.1 | 0.6 | 1.4 | -7.2 | 4.9 | 3.4 | 1.4 | 5.5 | 0.0
Nc1ccc(Cl)c(NC(=O)c2cccs2)c1 | 4.0 | 5.5 | -0.2 | 9.1 | -2.8 | -1.5 | -4.4 | -3.1 | 3.0
COC(=O)[C@H](Cc1ccccc1)NC(=O)Cn1cnc(C(=O)Nc2ccc(C)c(C)c2)n1 | x | x | 3.4 | x | 0.8 | x | -0.1 | -3.8 | 3.0
CC1CCCN(C(=O)C2CCN(CCCc3ccccc3)CC2)C1 (stereo not given) | -0.1 | 1.1 | x | 6.3 | x | -0.1 | 0.4 | x | 2.7
O=C(Nc1nc(-c2ccncc2)cs1)c1ccco1 | -1.4 | 1.5 | 5.4 | 12.5 | 0.3 | 5.9 | 2.6 | 7.2 | 12.4

(listing goes on)
SMILES | LYPLA1 counter | PME-1 primary | PAFAH1B2 inh | GSTO1 inh | PAFAH1B3 FP inh | LYPLA2 inh | PAD4 inh | PAFAH2 inh | pPAFAH inh
CC1CCCCC1NS(=O)(=O)CCNC(=O)c1ccc2c(c1)OCO2 (stereo not given) | 4.8 | 0.4 | 9.4 | 0.8 | 7.3 | 7.2 | 0.3 | 0.0 | 5.4
O=C(CSc1ccc2nnc(CCNC(=O)c3ccc(F)cc3)n2n1)NCC1CCCO1 (stereo not given) | 3.1 | 1.0 | -1.1 | 4.1 | 2.9 | 4.3 | 3.9 | -2.9 | 3.9
NC(=O)c1nn(-c2ccccc2)c(=O)cc1O | -1.1 | -1.1 | 6.0 | 6.3 | 7.1 | -4.9 | -1.4 | 8.4 | 1.9
COc1ccc(OC)c(NC(=O)CC2SC(=Nc3ccc(F)cc3)N(CCC3=CCCCC3)C2=O)c1 (stereo not given) | -7.9 | -0.8 | 3.8 | 3.4 | -2.2 | -4.3 | -2.9 | -11.8 | 7.1
C=C(C)[C@@H]1CC=C(CN2CCN(Cc3ccccc3)CC2)CC1 | 0.2 | -5.8 | -2.3 | -0.8 | 11.4 | 4.3 | 3.6 | -0.4 | -2.4
O=C(CCCCCNC(=S)Nc1ccccc1)C[N+](=O)[O-] | -4.7 | -4.6 | -2.9 | 4.0 | 5.2 | 3.1 | -2.1 | -1.8 | 13.0

In another format: entries from further up.
canonical_smiles,LYPLA1 counter,PME-1 primary,PAFAH1B2 inh,GSTO1 inh,PAFAH1B3 FP inh,LYPLA2 inh,PAD4 inh,PAFAH2 inh,pPAFAH inh
CC(C)(C)Nc1nc(Cl)nc(NC2CCCCC2)n1,-1.8,0.7,3.7,1.5,6.6,2.7,1.4,-1.2,3.0
COc1ccc(C(=O)N/C(=C\c2ccc3c(c2)OCO3)C(=O)N2CCOCC2)cc1,-0.8,0.3,4.0,3.6,0.8,-0.9,-3.5,-3.2,0.1
Brc1ccc(-c2nc(-c3cccnc3)no2)o1,-1.1,0.6,1.4,-7.2,4.9,3.4,1.4,5.5,0.0
Nc1ccc(Cl)c(NC(=O)c2cccs2)c1,4.0,5.5,-0.2,9.1,-2.8,-1.5,-4.4,-3.1,3.0
COC(=O)[C@H](Cc1ccccc1)NC(=O)Cn1cnc(C(=O)Nc2ccc(C)c(C)c2)n1,x,x,3.4,x,0.8,x,-0.1,-3.8,3.0
CC1CCCN(C(=O)C2CCN(CCCc3ccccc3)CC2)C1 (stereo not given),-0.1,1.1,x,6.3,x,-0.1,0.4,x,2.7
O=C(Nc1nc(-c2ccncc2)cs1)c1ccco1,-1.4,1.5,5.4,12.5,0.3,5.9,2.6,7.2,12.4
CC1CCCCC1NS(=O)(=O)CCNC(=O)c1ccc2c(c1)OCO2 (stereo not given),4.8,0.4,9.4,0.8,7.3,7.2,0.3,0.0,5.4
O=C(CSc1ccc2nnc(CCNC(=O)c3ccc(F)cc3)n2n1)NCC1CCCO1 (stereo not given),3.1,1.0,-1.1,4.1,2.9,4.3,3.9,-2.9,3.9
NC(=O)c1nn(-c2ccccc2)c(=O)cc1O,-1.1,-1.1,6.0,6.3,7.1,-4.9,-1.4,8.4,1.9
COc1ccc(OC)c(NC(=O)CC2SC(=Nc3ccc(F)cc3)N(CCC3=CCCCC3)C2=O)c1 (stereo not given),-7.9,-0.8,3.8,3.4,-2.2,-4.3,-2.9,-11.8,7.1
C=C(C)[C@@H]1CC=C(CN2CCN(Cc3ccccc3)CC2)CC1,0.2,-5.8,-2.3,-0.8,11.4,4.3,3.6,-0.4,-2.4

Screening data: PubChem, The Scripps Research Institute Molecular Screening Center

Only part of the results is shown; the hit share may differ from the screen's.
